# Source: PubChem (several laboratories)
# hgDAF-12 ag: hgDAF-12 agonism, primary luciferase screen; HEK293 GAL4-hgDAF12 UAS-luciferase reporter, agonist luminescence; normalized to butyrate control; actives 1.8% (n = 370,000); activation, % at 6.8 µM;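 active = activation above a cutoff set at the mean of all screened compounds plus 3 SD, cut at about 10% in these data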;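 note: 0% = DMSO wells and 100% = sodium butyrate wells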
# GAA850 FXN act: frataxin GAA850 promoter activation | HEK293 lucGAA850 FXN promoter luciferase reporter, 24 h; percent of 10 µM SAHA response | AID 540364 | activation, % at 6 µM | actives 0.56% (n = 360,000);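 active = activation above the average of all compounds screened plus 3 SD, cutoff fixed separately per campaign, cut at about 7.5% in these data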;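 note: 0% = DMSO wells and 100% = 10 µM SAHA wells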
# DAX1 inh-1: NR0B1 (DAX1) inhibition; P51843; HEK293 Gal4-DAX1 luciferase reporter, luminescence; inhibition, % at 6.75 µM; actives 0.99% (n = 340,000); AID 504766;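 active = inhibition above the mean over all tested compounds plus 3 SD, cut at about 4.2% in these data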;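 note: 0% = DAX1-transfected cells with DMSO and 100% = empty-vector control cells with DMSO; inhibition shows as a rise in luminescence from relieved DAX1 repression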
# Target sequence (P51843 207-470 limits assumed): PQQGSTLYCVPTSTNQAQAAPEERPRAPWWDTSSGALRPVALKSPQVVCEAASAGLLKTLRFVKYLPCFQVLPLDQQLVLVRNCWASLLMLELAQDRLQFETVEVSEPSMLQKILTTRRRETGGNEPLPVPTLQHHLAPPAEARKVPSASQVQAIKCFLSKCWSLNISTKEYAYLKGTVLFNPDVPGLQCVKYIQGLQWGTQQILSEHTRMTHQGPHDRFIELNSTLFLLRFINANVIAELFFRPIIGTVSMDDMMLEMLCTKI
# HGIII-sPLA2 inh: Blocks human group III sPLA2 activity. Q9NZ20. QFRET BODIPY PC-A2 liposome hydrolysis, fluorescence. inhibition, % at 12.2 µM. actives 0.56% (n = 370,000). AID 743126;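 active = inhibition above mean plus 3 SD of compounds lying within the high and low control bounds, cut at about 19% in these data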;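 note: 0% = median of test compound wells and 100% = no enzyme DMSO wells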
# Target sequence (Q9NZ20 whole entry, looked up): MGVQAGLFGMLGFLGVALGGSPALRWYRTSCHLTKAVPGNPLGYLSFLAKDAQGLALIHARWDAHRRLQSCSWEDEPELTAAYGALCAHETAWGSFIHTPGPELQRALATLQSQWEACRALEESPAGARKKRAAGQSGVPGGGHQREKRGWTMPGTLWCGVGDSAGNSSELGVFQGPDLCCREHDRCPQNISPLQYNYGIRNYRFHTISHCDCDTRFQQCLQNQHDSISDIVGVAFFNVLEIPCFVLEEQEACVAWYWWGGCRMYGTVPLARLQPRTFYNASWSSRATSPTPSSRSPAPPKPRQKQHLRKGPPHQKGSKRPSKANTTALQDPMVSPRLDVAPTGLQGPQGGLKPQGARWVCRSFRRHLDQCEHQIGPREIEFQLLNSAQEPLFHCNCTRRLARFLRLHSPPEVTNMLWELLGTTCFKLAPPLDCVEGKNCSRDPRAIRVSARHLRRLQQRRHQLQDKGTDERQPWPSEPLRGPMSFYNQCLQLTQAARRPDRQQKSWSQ
# ssDAF-12 act: activates DAF-12 receptor from parasite S. stercoralis | actives 1% (n = 370,000) | HEK293 ssDAF-12/GRIP1 lit1-tk-luc reporter, luminescence; % of 3 µM dafachronic acid response | activation, % at 6.8 µM;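 active = activation above the mean over all tested compounds plus 3 SD, cut at about 0.9% in these data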;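 note: 0% = DMSO-only wells and 100% = 3 µM delta7-dafachronic acid wells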
# SMARCA2 activ: increases SMARCA2 function in MMTV reporter cells | AID 652017 | actives 1% (n = 370,000) | MG213 cells, MMTV-luciferase reporter, dexamethasone, overnight | activation, % at 9.1 µM; in the data active = activation above about 7.8%;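 note: 0% = vehicle wells and 100% = reference activator wells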
# NPR2 activator: GC-B (human) receptor activation; AID 1920062; actives 0.11% (n = 370,000); HEK293-GC-B cells, CNP EC30, cGMP TR-FRET; 0% at EC30 CNP, 100% saturating CNP; activation, % at 10 µM;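 active = activation at 10 µM reaching about 35% in either raw or pattern-adjusted values, limit read from the data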
# proKLK7 act: activators of human kallikrein-7 zymogen | purified proKLK7, EDANS-DABCYL substrate fluorescence; 100% is mature enzyme control, 0% vehicle | activation, % at 7 µM | actives 0.9% (n = 370,000) | AID 652039;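 active = activation above the mean of all tested compounds plus 3 SD, computed per campaign excluding outliers beyond control limits, cut at about 13% in these data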
# Target sequence (P49862 whole entry, looked up): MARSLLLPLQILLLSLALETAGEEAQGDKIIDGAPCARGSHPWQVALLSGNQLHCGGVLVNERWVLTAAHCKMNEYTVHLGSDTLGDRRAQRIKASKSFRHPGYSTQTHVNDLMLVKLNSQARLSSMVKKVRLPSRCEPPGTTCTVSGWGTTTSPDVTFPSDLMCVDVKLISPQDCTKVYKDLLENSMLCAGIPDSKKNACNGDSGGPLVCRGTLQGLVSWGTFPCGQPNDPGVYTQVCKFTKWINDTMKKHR
# hcDAF-12 act: H. contortus DAF-12 activation, primary screen. HEK293 hcDAF-12 lit1-tk-luc reporter, luminescence; 0% DMSO, 100% Δ7-dafachronic acid. activation, % at 6.8 µM. actives 1.4% (n = 370,000). AID 652067;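 active = activation above the mean of all tested compounds plus 3 SD, cut at about 5.5% in these data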;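 note: 100% = response to 3 µM Δ7-dafachronic acid high control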
# DAX1 inh-2: blocks DAX1 repression of SF-1 activated StAR promoter. AID 652010. HEK293T StAR-luciferase reporter, SF-1/DAX-1 repression relief. actives 1.1% (n = 370,000). inhibition, % at 6.8 µM;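 active = inhibition above the mean over all tested compounds plus 3 SD, cut at about 3.6% in these data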;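 note: 0% = DAX-1 cells with DMSO and 100% = cells lacking DAX-1 with DMSO; higher inhibition means more luminescence from relief of DAX-1 repression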
# GC-A act: GC-A (human) enzyme activation | actives 0.14% (n = 370,000) | P16066 | AID 1671463 | activation, % at 10 µM | HEK293 GC-A cells, cGMP TR-FRET, EC30 ANP; 0% at EC30 ANP, 100% saturating ANP; in the data active = activation above about 40%
# Numbers without * were called inactive; . = no result given.
SMILES,hgDAF-12 ag,GAA850 FXN act,DAX1 inh-1,HGIII-sPLA2 inh,ssDAF-12 act,SMARCA2 activ,NPR2 activator,proKLK7 act,hcDAF-12 act,DAX1 inh-2,GC-A act
CCCCCCSc1ccc([C@@H]2[C@@H]3C(=O)N(C)C(=O)[C@@H]3[C@]3(C(=O)OC)CCCCN23)cc1,-0.3,-2.7,1.7,8,-1.3,2,7,1.0,-1.6,0.8,1
CC(=O)Nc1cc(-c2ccc(C(=O)NC3CC3)cc2)cn2c(-c3cccc(C(F)(F)F)c3)cnc12,2.2,1.2,.,0,-1.5,-5,2,0.9,-2.5,-3.9,4
CC(=C1SC(=S)NC1=O)c1ccc(Cl)c(O)c1,-0.3,.,.,11,-0.7,-7,-10,0.4,2.0,-1.7,-3
C/C(CC(O)c1ccc2ccccc2n1)=N/O (stereo not given),-0.2,0.0,0.6,4,-0.4,2,6,0.7,0.4,0.2,7
COCC(=O)Nc1sc2c(c1C(=O)OC)CCCC2,0.6,3.6,-0.8,1,-1.9,1,-2,-0.6,-1.5,-0.7,-12
Cc1ccc(S(=O)(=O)N2C[C@H]3n4c(=O)ccc(=O)n4C[C@H](OC(=O)NCc4ccco4)[C@@]3(O)C2)cc1,-0.7,0.4,1.0,8,-0.6,-2,5,-0.4,-0.8,-0.2,0
CCCCn1c(CNC(=O)CC)nc2ccccc21,-0.2,1.4,1.2,0,-0.8,1,-1,0.3,0.0,1.1,3
CCN1CCN(c2nc(N)c([N+](=O)[O-])c(Nc3ccc(C)cc3)n2)CC1,-2.3,2.6,-0.9,-14,-1.1,-1,-6,0.1,-0.6,-0.3,-3
CN1CCN(C2=Nc3ccccc3Oc3ccc(Cl)cc32)CC1,-3.8,-1.2,-0.7,-7,-1.0,-4,-17,0.2,0.4,1.5,-28
C=CCNC(=O)CSc1nnc(-c2ccccc2Br)n1-c1cccc(C(F)(F)F)c1,-2.0,-0.7,-1.4,-6,-0.6,-4,4,0.5,1.9,0.1,-16
CC(NC(=O)COC(=O)c1ccc(OCC2CCCO2)cc1)c1ccccc1Cl (stereo not given),0.5,1.3,-0.2,-14,-1.5,-2,11,-0.1,0.0,-0.5,0
N#Cc1ccc(OCC(O)CN2CCN(C(c3ccccc3)c3ccccc3)CC2)cc1 (stereo not given),0.9,0.1,0.6,-12,-1.4,-1,4,0.8,1.2,-0.5,-8
N#CCc1ccc(NC(=O)Nc2cccc(Cl)c2)cc1,8.2,-3.5,1.9,-33,-1.4,5,-3,-0.5,1.2,-0.1,-3
c1ccc(-c2ccc(-c3ccccc3)[nH]2)cc1,19*,1.7,2.9,-12,-0.1,2,-5,-0.2,6.8*,3.1,3
Cc1ccccc1CC1(CO)CCCN(Cc2cn[nH]c2-c2ccccc2)C1 (stereo not given),-3.1,1.5,2.1,1,-1.1,-3,-1,-0.1,-0.6,-0.1,-1

# Already shown: seven of the compounds above.
SMILES,hgDAF-12 ag,GAA850 FXN act,DAX1 inh-1,HGIII-sPLA2 inh,ssDAF-12 act,SMARCA2 activ,NPR2 activator,proKLK7 act,hcDAF-12 act,DAX1 inh-2,GC-A act
CCCCCCSc1ccc([C@@H]2[C@@H]3C(=O)N(C)C(=O)[C@@H]3[C@]3(C(=O)OC)CCCCN23)cc1,-0.3,-2.7,1.7,8,-1.3,2,7,1.0,-1.6,0.8,1
CC(=O)Nc1cc(-c2ccc(C(=O)NC3CC3)cc2)cn2c(-c3cccc(C(F)(F)F)c3)cnc12,2.2,1.2,.,0,-1.5,-5,2,0.9,-2.5,-3.9,4
CC(=C1SC(=S)NC1=O)c1ccc(Cl)c(O)c1,-0.3,.,.,11,-0.7,-7,-10,0.4,2.0,-1.7,-3
C/C(CC(O)c1ccc2ccccc2n1)=N/O (stereo not given),-0.2,0.0,0.6,4,-0.4,2,6,0.7,0.4,0.2,7
COCC(=O)Nc1sc2c(c1C(=O)OC)CCCC2,0.6,3.6,-0.8,1,-1.9,1,-2,-0.6,-1.5,-0.7,-12
Cc1ccc(S(=O)(=O)N2C[C@H]3n4c(=O)ccc(=O)n4C[C@H](OC(=O)NCc4ccco4)[C@@]3(O)C2)cc1,-0.7,0.4,1.0,8,-0.6,-2,5,-0.4,-0.8,-0.2,0
CCCCn1c(CNC(=O)CC)nc2ccccc21,-0.2,1.4,1.2,0,-0.8,1,-1,0.3,0.0,1.1,3

# Further records follow.
SMILES,hgDAF-12 ag,GAA850 FXN act,DAX1 inh-1,HGIII-sPLA2 inh,ssDAF-12 act,SMARCA2 activ,NPR2 activator,proKLK7 act,hcDAF-12 act,DAX1 inh-2,GC-A act
COc1cc(OC)cc(C(=O)Nc2nc(-c3ccccc3)c(-c3ccccc3)o2)c1,-1.0,-0.7,2.3,-4,-2.0,0,0,-0.2,-0.7,-0.2,-3
CC(=O)Nc1nnc(C2=COCCO2)o1,2.7,-0.7,0.3,2,-1.4,-1,5,-0.1,-1.5,-0.8,2
COc1ccc(OC)c(-c2csc(NC(=O)CSc3ccccc3)n2)c1,-2.0,2.8,-2.0,-24,-1.5,-2,0,0.3,-3.5,-0.8,-1
OCCOCCn1c(C(CO)Nc2nc(-c3ccc(F)cc3)cs2)nc2ccccc21 (stereo not given),-0.8,0.5,3.4,-6,-0.5,0,-10,-0.2,-1.1,0.1,-7
COc1cc(S(=O)(=O)NCc2ccccc2)ccc1Br,-0.3,1.4,-0.2,-13,-1.4,1,1,0.6,-1.5,-0.1,3
O=C1N=C2SCCN2/C1=C\c1ccccc1Cl,0.8,-0.5,0.6,-29,-0.8,-2,-3,0.3,-0.5,0.1,4
CCOc1ccc(S(=O)(=O)N2CCCC(C(=O)N3CCN(c4ccccc4)CC3)C2)cc1 (stereo not given),-7.7,-0.7,-1.0,-7,-1.7,-2,1,0.8,-5.6,-6.0,0
O=C(CN1C(=O)CSc2ccccc21)NCCC1=CCCCC1,2.8,0.9,0.3,3,-1.1,-1,-3,-0.2,0.8,0.6,-3
O=[N+]([O-])c1ccc(Cc2cncc(O)c2)cc1,3.3,1.6,-0.4,0,-1.0,-2,2,0.2,0.8,0.4,4
CNS(=O)(=O)c1cc(Br)ccc1S(=O)c1ccccc1C(=O)O (stereo not given),-1.7,-0.2,2.7,6,0.4,-5,4,-0.8,0.5,-0.2,-3
C#CCNC(=O)C1CCN(c2cc(C)nc(-c3ccccc3)n2)CC1,-2.0,2.2,-0.2,-1,-0.7,-2,-2,0.1,-2.1,-0.3,-4
O/N=C1\CC/C(=N\O)c2nn(-c3ccccc3Cl)nc21,0.6,1.6,-0.2,2,-1.7,-2,9,-0.1,0.5,-0.8,1
c1ccc(-c2cc3c(nn2)CCc2nonc2-3)cc1,0.6,1.6,0.9,-2,-1.3,1,1,0.2,-1.6,-1.0,-1
COC(=O)c1ccc(Oc2ccc(C(F)(F)F)cn2)cc1,-0.1,0.7,0.4,5,-1.5,0,3,-0.3,-0.1,-0.3,1
CCOc1cc(C(=O)N(CC)CC(=O)Nc2c(F)cccc2F)ccc1OCC(=O)N1CCCCC1,1.4,-2.2,-0.7,11,-0.9,-2,1,-0.2,-2.2,0.2,1
Cc1cc(NS(=O)(=O)c2ccc(NC(=O)c3ccco3)cc2)nc(C)n1,3.4,0.1,-0.8,1,-0.8,-3,3,0.1,0.2,1.3,-3
c1csc(CNc2ncnc3ccc(-c4ccoc4)cc23)c1,0.1,-6.9,-0.7,4,-1.7,-2,28,1.9,-1.7,-0.7,31
Cc1[nH]c2c(C)cccc2c1CC(=O)O,-1.6,3.3,-0.5,-1,-0.4,-3,0,-17,3.4,-1.0,0
O=C(Nc1ccc(Cl)c(Cl)c1)c1cccc(S(=O)(=O)NCc2cccnc2)c1,-8.3,-5.0,-4.7,-57,-2.2,-6,-2,0.2,-5.7,-2.8,-28
O=C(CCSc1ccccc1)N1CCOCC1,10,4.0,1.6,-7,-0.7,4,4,0.1,4.5,1.6,1
CCOC(=O)CN1C(=O)C(=O)N(Cc2ccccc2F)C1=O,-1.3,2.2,0.3,9,-1.3,1,0,-0.4,-1.4,0.3,5
COc1ccc(C(=O)NCCN2CCN(C(=O)c3ccc(OC)c(OC)c3)CC2)cc1OC,0.1,0.3,-0.5,2,-1.4,1,4,0.2,-0.1,0.0,5
Cc1cccc(NNC(=O)c2c(F)cccc2Cl)c1,-2.6,0.4,0.3,-1,-1.5,0,2,-0.6,-1.0,0.7,4
Cc1cccc(-c2cccc3c4c([nH]c23)[C@@H]2C[C@H](N(C)C(=O)c3ccccc3C)[C@H]([C@H](C)O)C(=O)N2CC4)c1,-1.1,.,.,1,-1.4,1,-11,0.3,-2.3,-0.1,-12
COc1ccc(CC(NC(C)=O)C(=O)N2CCN(C(=O)Nc3ccc(Cl)cc3)CC2)cc1OC (stereo not given),1.2,-2.9,-0.1,-5,-1.6,-1,0,-0.1,-2.6,-0.2,3
O=C(C[C@H]1C/C=C\CC[C@@H](Cc2ccc(F)cc2)C(=O)OC[C@H]2CCCN2C1=O)N[C@@H](CO)Cc1ccccc1,-1.1,-0.8,-0.1,-20,-1.7,1,1,0.1,-2.0,0.0,4
Cc1c(Cl)cccc1NC(=O)CN(C1CCCCC1)S(C)(=O)=O,-1.0,2.8,2.2,9,0.1,-3,-6,0.1,1.8,0.1,-1
CCOc1ccccc1N(CC(=O)OC)S(C)(=O)=O,3.0,-0.8,-0.8,0,-1.3,-2,5,-0.2,-0.4,1.0,1
O=C(NCCc1ccccc1C(F)(F)F)C1CCC(=O)N(CCCN2CCCC2=O)C1 (stereo not given),0.4,2.4,1.7,4,-1.1,-3,5,-0.1,3.6,0.2,4
COc1ccc(CN(CC(=O)NCC2CCCO2)C(=O)CNS(=O)(=O)c2ccc(C)cc2)cc1 (stereo not given),1.2,1.0,-0.1,3,-0.4,0,-2,0.6,-1.9,0.0,1
COc1ccc(OCCn2cc(C=O)c3ccccc32)cc1,-2.2,0.5,-0.9,-7,-1.7,-2,-11,-0.1,-1.6,-0.7,-9
CCCCn1c(CN2CCN(c3ccc(F)cc3)CC2)nc2c1c(=O)n(C)c(=O)n2C,0.6,1.4,-1.3,3,-1.1,-3,3,0.3,0.7,-0.2,0
CC(C)OC(=O)C1C(=O)CC(C)(O)C(C(=O)OC(C)C)C1c1cccc([N+](=O)[O-])c1 (stereo not given),1.5,0.6,-0.5,-8,-1.6,-4,1,0.0,-1.1,0.9,-2
Cc1c(-c2ccc(Cl)cc2Cl)nc2ccccc2c1C(=O)NCCN1CCOCC1,0.8,-1.9,-0.4,2,0.6,-3,-1,-0.5,0.2,0.1,8
O=C(NCC1CCCO1)c1csc2c1CCCCC2 (stereo not given),-0.1,2.0,0.3,-3,-0.3,2,2,-0.2,1.1,0.8,5
CCN(C(=O)c1cc2c(=O)[nH]c3ccc(C)cc3c2s1)c1ccccc1F,-1.7,-1.0,-0.6,-1,-1.3,2,3,0.8,0.8,-0.7,2
CC(C)N(CC(N)=O)c1ccc(S(=O)(=O)N2CCCC2)cn1,1.1,0.9,0.0,11,-0.2,-1,-3,-0.4,0.6,-0.4,2
